Phagocytosis inh: blocks phagocytosis by macrophages | J774A.1 macrophage IgG-bead phagocytosis, imaging | inhibition, % at 5 µM | actives 0.07% (n = 110,000) | AID 1029;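 active = inhibition above the mean of the plate negative controls plus 5 SD, cut at about 13% in these data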;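 also: phagocytic index as fraction of beads internalized from green versus red external bead signal; plate controls were DMSO negative control for no effect and cytochalasin-D positive control for full effect; some results beyond the cut were filed as inactive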
MRP-1 activ: MRP-1 activation; H69AR cells + doxorubicin, viability rescue, CellTiter-Glo; viability increase, % at 10 µM; actives 0.61% (n = 140,000);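 active = viability gain under doxorubicin at or above a set limit, the compound median plus 3 SD, cut at about 4.7% in these data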;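 also: MRP-1 overexpressing cells given doxorubicin 25 µM after compound pretreatment; 18-22 h compound pretreatment then 72 h with doxorubicin before readout; 0% = doxorubicin-only wells and 100% = vehicle-treated cells without doxorubicin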
Measles CPE: protection of cells from measles virus; Measles virus-infected cells, CPE protection, absorbance; protection (pct of control), % at 4 µM; actives 1.5% (n = 140,000); in the data active = protection mostly above about 24%, no sharp cut-off; inactive = mostly below about 26%; also: some compounds called inactive have numbers as strong as hits
GALR2 antag: GALR2 (human) receptor antagonism. actives 0.39% (n = 140,000). AID 828. inhibition, % at 4 µM. GALR2-expressing cells, antagonist mode; in the data active = inhibition above about 27%;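 also: cells stimulated with galanin 1-16 at roughly its EC80; 0% = agonist challenge control and 100% = basal control without agonist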
Target sequence (O43603 whole entry, looked up): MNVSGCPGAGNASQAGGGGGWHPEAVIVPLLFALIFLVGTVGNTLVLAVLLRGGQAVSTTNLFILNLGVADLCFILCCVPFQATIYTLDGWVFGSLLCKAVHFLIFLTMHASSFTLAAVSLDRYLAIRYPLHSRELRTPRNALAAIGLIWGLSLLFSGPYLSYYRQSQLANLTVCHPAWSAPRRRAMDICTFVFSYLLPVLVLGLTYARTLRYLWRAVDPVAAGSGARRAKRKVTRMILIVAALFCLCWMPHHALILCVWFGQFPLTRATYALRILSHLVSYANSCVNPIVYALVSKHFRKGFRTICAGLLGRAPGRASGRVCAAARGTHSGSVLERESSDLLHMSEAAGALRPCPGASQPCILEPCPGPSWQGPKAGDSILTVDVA
PTEN del growth: PTEN-deleted cell growth suppression; HCT116 PTEN-null viability, CellTiter-Glo, 60 h; hits give low values; viability, % at 10 µM; actives 1.2% (n = 140,000);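 active = viability at or below a set limit, 4 SD under the median of all tested compounds, cut at about 3.7% in these data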;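 also: PTEN knockout HCT116 line with beta catenin targeted HCT116 as companion control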
Yeast life ext: extends the lifespan of yeast; actives 0.68% (n = 130,000); AID 775; S. cerevisiae growth with nicotinamide, OD615; deaD strain in restrictive glucose medium; inhibition of the nicotinamide effect, % at 10 µM;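 active = inhibition above a set limit, placed 3 SD over the median of all compounds, cut at about 26% in these data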;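 also: 0% = nicotinamide-treated wells and 100% = cells grown without nicotinamide; some compounds called inactive have numbers as strong as hits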
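System: Modified budding yeast, DeaD strain | Buffer or medium: Restrictive glucose medium | Also added: 1.5 mM nicotinamide | Doses: 10 µM single point, 0.25% DMSO | Schedule: 48 h compound exposure at 30 °C, humidified | Detection: Absorbance at 615 nm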
NPY-Y2 antag: antagonists of human neuropeptide Y receptor Y2. P49146. NPY-Y2 expressing cells, antagonist mode. inhibition, % at 2.7 µM. actives 0.99% (n = 140,000). AID 793; in the data active = inhibition above about 17%;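 also: 0% = vehicle with agonist challenge and 100% = reference antagonist with challenge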
Target sequence (P49146 whole entry, looked up): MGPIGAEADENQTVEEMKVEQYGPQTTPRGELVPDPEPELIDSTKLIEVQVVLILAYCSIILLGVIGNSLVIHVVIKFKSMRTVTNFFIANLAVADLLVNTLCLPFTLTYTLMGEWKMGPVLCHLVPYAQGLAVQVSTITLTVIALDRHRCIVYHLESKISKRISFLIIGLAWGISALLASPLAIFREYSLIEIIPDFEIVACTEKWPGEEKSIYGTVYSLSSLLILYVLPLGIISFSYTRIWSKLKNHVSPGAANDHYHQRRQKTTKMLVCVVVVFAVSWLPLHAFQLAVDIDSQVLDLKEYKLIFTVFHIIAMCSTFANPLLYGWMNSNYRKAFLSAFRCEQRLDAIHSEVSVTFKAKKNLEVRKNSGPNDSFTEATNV
BB579 growth dn: chemicals that inhibit yeast BB579 growth in restrictive medium (lifespan-shortening candidates) | S. cerevisiae BB579 growth, OD615, 48 h | inhibition, % at 10 µM | actives 0.51% (n = 140,000) | AID 804;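 active = inhibition above a set limit, 3 SD over the mean compound inhibition, cut at about 44% in these data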; also: inactives centre near -24
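Detection: OD615 turbidity measurement; Material: Saccharomyces cerevisiae DeaD strain BB579, replicative lifespan model yeast; Timing: 48 h exposure, 30 °C; Doses: single 10 µM dose; Medium: CSMM-D restrictive synthetic medium containing dextrose (glucose); Controls: amphotericin B at 10 µg/mL as positive control.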
E-sel TNF inh: blocks E-selectin expression induced by TNF alpha; HUVEC TNFa-induced E-selectin immunofluorescence, high content; inhibition, % at 2 µM; actives 0.71% (n = 120,000);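 active = inhibition above the batch mean plus 3 SD, and confirmed as a hit on visual image review, cut at about 43% in these data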;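 also: 0% = TNF-stimulated DMSO wells and 100% = unstimulated control wells; not every result past the cut was called active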
HCT116 bCat-KO: beta-catenin-lacking colon tumor cell growth suppression | actives 1.5% (n = 140,000) | AID 818 | viability, % at 10 µM | HCT116 beta-catenin knockout viability, CellTiter-Glo, 60 h; hits give low values;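 active = viability at or under a set limit, the compound median less 4 SD, cut at about 6% in these data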;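 also: 0% = Hyamine 1622 control at 20 µM and 100% = untreated cell control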
Numbers without * were called inactive; x = not tested or not shown.

Every second line gives: Phagocytosis inh	MRP-1 activ	Measles CPE	GALR2 antag	PTEN del growth	Yeast life ext	NPY-Y2 antag	BB579 growth dn	E-sel TNF inh	HCT116 bCat-KO
> CC(=O)c1ccc(NC(=O)CSc2nccn2CCc2ccccc2)cc1
  0.9	-0.5	13.0	-19.7	107.6	-9.3	-1.0	0.6	-2.4	111.7
> c1ccc(CCNc2ncnc3c2nnn3Cc2ccccc2)cc1
  -0.6	0.5	6.3	-0.6	90.8	-11.7	4.7	-62.2	-12.3	85.4
> COc1ccc(N2C(=O)/C(=C3/C=CC=CN3C)SC2=S)cc1
  -4.6	-2.4	9.9	-8.7	85.1	-2.1	-2.0	-29.3	x	83.6
> CC(NS(=O)(=O)c1ccc(Br)cc1)C(=O)NCCc1ccccc1 (stereo unspecified)
  -6.2	-0.1	20.0	2.3	91.6	1.0	1.9	2.9	x	96.2
> C/C(=N\Nc1nc2ccccc2s1)c1cccs1
  0.6	-4.3	5.8	19.1	51.8	-5.7	-2.2	-26.9	-2.8	59.6
> CCc1cc2c(N3CCCCC3)ncnc2s1
  -0.6	-1.7	9.4	3.0	91.5	-6.1	4.3	-18.5	-1.7	90.8
> Cc1ccc(-c2nnc3c(C(F)(F)F)nc4ccccc4n23)cc1
  -0.7	-2.1	0.8	-2.4	7.9	-7.9	1.5	-10.6	38.7	4.7*
> COc1cc(F)ccc1S(=O)(=O)N1CCN(C23CC4CC(CC(C4)C2)C3)CC1
  0.3	-1.4	11.3	-1.6	x	-8.6	-5.5	-9.8	-8.3	76.1
> O=C(NC1CCCCC1)C1CCN(c2cnccn2)CC1
  -0.4	-1.4	3.3	-9.5	97.4	-15.4	0.5	-9.9	-14.6	99.6
> C=C(C)Cn1c(SCCN2CCOCC2)nc2c1c(=O)[nH]c(=O)n2C
  x	-2.1	3.3	-1.8	106.0	x	3.4	-33.0	-5.0	99.8
> CCCn1nnc(NC(=O)c2ccc(Br)o2)n1
  -1.0	-0.7	25.4	-10.3	116.2	-11.8	0.9	2.9	1.1	106.5
> O=C(N/C(=C/c1ccco1)C(=O)N1CCCC1)c1cccs1
  x	-1.8	3.7	-5.7	92.1	-15.1	2.5	14.5	-32.1	90.0
> O=C(c1ccco1)N1CCN(Cc2cccc(F)c2)CC1
  0.9	-2.8	8.5	3.6	105.8	-13.0	1.1	15.3	-23.1	100.5
> CCOC(=O)CSc1nnc(-c2ccc(OC)cc2)n1CC
  -0.2	0.2	11.1	10.3	95.3	-4.5	-0.2	-12.3	-15.8	93.2
> Cn1c(=O)n(-c2ccc(Cl)cc2)c(=O)c2c3c(sc21)COC(C)(C)C3
  x	-1.4	5.4	0.0	96.5	-13.0	2.9	-46.5	x	95.5
> O=C(Oc1ccc(-c2ccccc2)cc1)C1C2CCCCC21 (stereo unspecified)
  -8.2	0.5	7.4	7.2	94.5	6.3	11.8	-53.3	-18.6	86.0
> Cc1ccc(Cn2nc(C)c(NC(=O)C3(C)CC3(Br)Br)c2C)cc1 (stereo unspecified)
  x	-0.1	4.2	4.4	95.6	x	1.7	3.9	-0.8	87.2
> COc1ccccc1C(=O)Nc1nnn(C)n1
  -0.6	-0.1	5.3	-10.3	94.8	-17.7	1.3	-7.1	x	87.5
> O=C(/C=C/c1ccccc1)NC(=S)NNC(=O)c1cccnc1
  x	-3.5	11.9	3.0	71.7	-8.8	0.9	-36.1	-4.9	74.5
> Cc1ccc(C(=O)COC(=O)c2c(C)cc(=O)oc2C)cc1[N+](=O)[O-]
  14.3	-2.1	17.6	-4.4	84.3	-5.4	4.7	-14.3	x	87.6

Laid out differently: 2 of the compounds above.
> c1ccc(CCNc2ncnc3c2nnn3Cc2ccccc2)cc1
- Phagocytosis inh: -0.6
- MRP-1 activ: 0.5
- Measles CPE: 6.3
- GALR2 antag: -0.6
- PTEN del growth: 90.8
- Yeast life ext: -11.7
- NPY-Y2 antag: 4.7
- BB579 growth dn: -62.2
- E-sel TNF inh: -12.3
- HCT116 bCat-KO: 85.4

> COc1ccc(N2C(=O)/C(=C3/C=CC=CN3C)SC2=S)cc1
- Phagocytosis inh: -4.6
- MRP-1 activ: -2.4
- Measles CPE: 9.9
- GALR2 antag: -8.7
- PTEN del growth: 85.1
- Yeast life ext: -2.1
- NPY-Y2 antag: -2.0
- BB579 growth dn: -29.3
- E-sel TNF inh: x
- HCT116 bCat-KO: 83.6

(more compounds)
Every second line gives: Phagocytosis inh	MRP-1 activ	Measles CPE	GALR2 antag	PTEN del growth	Yeast life ext	NPY-Y2 antag	BB579 growth dn	E-sel TNF inh	HCT116 bCat-KO
> CC12CCC(C(=O)NC3CCCC3)(CC1=O)C2(C)C (stereo unspecified)
  -0.6	-1.2	9.6	-7.7	111.0	-6.4	1.6	-60.0	x	91.8
> COc1ccc(OCCC(=O)OCC(=O)NC(=O)NC(C)C)cc1
  -0.4	0.4	6.5	1.2	96.4	-5.7	4.6	-24.7	-1.4	80.8
> CCN(CC)c1cnn(C/C(=N\OC)c2ccc(Cl)cc2)c(=O)c1Br
  -0.5	-2.2	5.7	0.7	70.4	-1.7	16.6	25.9	12.9	80.9
> COC(=O)c1cc2c(s1)-c1ccccc1OC2
  -0.3	-1.0	17.4	x	88.7	-12.6	x	-18.6	x	83.8
> Cc1cc(C)n(-c2ccc(C(=O)Nc3ccc4c(c3)OCCO4)cc2)n1
  x	0.5	7.8	0.3	86.1	-16.6	3.7	-33.2	-0.3	90.4
> COc1ccc(OC)c(-c2csc3nnc(SCC(=O)Nc4ccc(NC(C)=O)cc4)n23)c1
  -0.5	0.1	16.1	14.3	101.3	-6.5	-0.6	-41.0	24.6	93.5
> COc1cccc(/C=N/N2C(=O)NC3(CCCCC3)C2=O)c1O
  -0.5	0.8	11.4	6.5	78.7	-19.1	-2.0	-27.8	-7.5	78.6
> Clc1ccc(C(c2nnnn2C2CCCC2)N2CCN(Cc3ccncc3)CC2)cc1 (stereo unspecified)
  x	-4.3	30.6	-6.0	72.9	18.4	2.8	-30.5	x	78.2
> Cc1ccc(CSCC(=O)Nc2ccc3c(c2)OCO3)cc1
  0.8	-3.2	6.0	-8.0	81.6	-33.0	13.4	-11.5	-12.4	85.5
> Cc1nc(C)c(C(=O)Nc2nc3c(C)cccc3s2)o1
  -0.4	-3.5	4.5	-3.9	86.0	-21.3	-0.6	-47.2	x	97.0
> O=C(Cc1ncn[nH]1)NCCc1ccccc1
  -0.3	-0.6	11.1	20.1	86.0	-7.5	0.3	-40.0	x	86.7
> NC(=O)c1cc(Br)cc2c3c([nH]c12)CCCC3
  0.4	-3.1	13.8	0.9	44.9	-6.8	0.9	-24.0	-2.1	51.0
> CCOc1ccc(-n2c(SCC(=O)Nc3cc(OC)c([N+](=O)[O-])cc3C)nc3ccccc32)cc1
  -6.3	-1.4	5.7	4.3	83.9	2.3	3.6	-37.8	-5.3	84.6
> COc1ccc(NCc2nnc(SCC(=O)c3ccc(OC)cc3)o2)cc1
  0.5	-3.1	37.6*	-1.3	73.2	-4.6	0.0	-85.0	x	63.7
> N=c1c2c(-c3ccccc3)c(-c3ccccc3)n(Cc3ccco3)c2ncn1CCO
  x	-7.8	2.2	-2.6	1.7*	x	63.4*	-9.6	19.3	1.4*
> CCC(CC)c1nnc(NC(=O)c2nc3nc(C)cc(C)n3n2)s1
  -0.1	-0.1	16.3	2.9	98.4	-2.8	3.0	-13.8	0.1	89.0
> CCOC(=O)c1sc(Nc2nc3ccc(OC)cc3s2)cc1C
  -3.1	-1.2	5.7	0.7	71.0	-7.0	-0.9	-6.7	x	84.6
> COc1ccc(CN2c3cc(S(=O)(=O)N4CCOCC4)ccc3N3CCCC32)cc1 (stereo unspecified)
  -0.9	-0.6	11.8	-19.4	101.3	1.7	0.5	-50.1	9.3	96.2
> Cc1ccc(-c2csc(-c3c[nH]c4ccccc34)n2)cc1
  -1.4	-5.3	25.8	-9.7	79.0	-6.5	-3.6	-1.1	20.1	81.7
> COc1ccc2[nH]c(=O)c(CNC3CCCCC3)cc2c1
  -0.2	-0.8	4.7	-14.0	102.9	-10.9	8.4	5.8	3.8	94.2
> Cc1cc(C)c2nc(NC(=O)c3ccc4c(c3)OCO4)sc2c1
  x	-1.0	4.8	0.4	89.3	-6.2	1.0	-54.0	-5.0	100.0
> CCC(C)NC(=O)CCc1nc2ccccc2n1-c1ccccc1 (stereo unspecified)
  -1.0	-2.6	8.4	-7.1	98.9	2.9	6.0	-15.7	7.7	103.1
> CC(C)C(NC(=O)C12CC3CC(CC(C3)C1)C2)C(=O)NC1=NCCS1 (stereo unspecified)
  x	-3.5	0.5	0.1	79.0	-15.2	-1.6	-4.2	5.0	87.3
> COc1ccc(NC(=O)ON=C2c3ccccc3-c3ccccc32)cc1
  -0.1	-5.4	16.5	8.0	103.0	-11.2	7.3	-4.4	-0.1	102.1
> CCCSC1=C(C#N)C(c2ccccc2C)C(C(=O)OC)C(=O)N1 (stereo unspecified)
  0.7	-2.7	8.4	13.6	87.5	-0.6	8.0	-11.1	x	95.0
> N#CCc1ccc(NS(=O)(=O)c2ccc(N3CCCC3=O)cc2)cc1
  0.7	-1.6	19.4	9.5	101.7	-7.3	-0.3	0.7	1.8	88.8
> O=C(O)c1cccc2[nH]c(C(F)(F)F)nc12
  x	0.3	8.9	15.9	107.2	-0.3	2.4	-39.2	-22.7	95.8
> Cn1c(SCC(=O)N/N=C/c2cccs2)nc2ccccc21
  -0.6	-1.0	7.2	-0.5	104.4	-3.3	-0.6	-27.9	-31.2	96.2
> N/C(Cc1ccc([N+](=O)[O-])cc1)=N\OC(=O)c1ccc([N+](=O)[O-])cc1
  -0.5	-1.7	5.8	-18.4	58.3	-4.5	2.5	-25.1	x	70.5
> COC(=O)CN1C(=O)C2(OCCCO2)c2ccccc21
  x	-2.2	8.8	3.5	93.0	-11.6	6.6	-26.4	x	103.6
> CCCC(=O)O[C@@H]1C[C@@H](C)N(C(=O)c2ccccc2)c2ccc(C)cc21
  -1.4	0.3	2.5	10.4	89.4	-6.7	-0.4	-78.4	6.2	79.2
> CCS(=O)(=O)N1CCC(NC(=O)c2ccco2)CC1
  -0.3	-2.9	9.2	-2.3	90.1	-8.8	3.3	-43.4	-1.7	100.8
> COc1ccc(OCC(=O)Nc2sc3c(c2C(=O)NCC2CCCO2)CCC3)cc1 (stereo unspecified)
  x	-0.5	3.3	-3.8	76.3	2.9	-1.4	-11.5	18.2	85.1
> Cc1ccc(-c2cc(C(=O)Nc3c(C)n(C)n(-c4ccccc4)c3=O)[nH]n2)c(O)c1
  -0.4	-0.1	21.4	0.6	87.2	2.3	2.4	-97.4	-20.2	95.1
> CCC12C(=O)C(CC)(C(c3ccccc3)=C1c1ccccc1)[C@@H]1C(=O)N(c3ccc(C)cc3)C(=O)C12 (stereo partly specified)
  -4.4	2.4	5.5	4.0	63.6	4.4	0.5	-5.6	x	74.4
> CC(C)N1C(=O)CCC1C(=O)N1CCN(c2ccccn2)CC1 (stereo unspecified)
  x	0.0	22.1	-6.4	97.5	7.7	-0.3	-0.9	15.5	88.4
> Cc1ccccc1N1C(S)=C(C#N)C(=O)NC12CCCCC2
  -0.6	-2.5	-0.1	-5.5	85.5	-0.4	2.5	-3.5	1.4	84.2

Bioassay records (PubChem BioAssay)

Rows are unselected. Share with any hit: about 6.4%.
